Assay outcomes as filed in PubChem BioAssay.
RGS4 inh: human RGS4 inhibition | P49798 | Transcreener GDP fluorescence polarization, RGS4-accelerated GTP hydrolysis | Potency, µM (series often up to 114 µM), without a hit: at the highest dose activity change, negative = inhibition, most hits filed as inhibitors | hit rate 0.039% among 390,000 | AID 504845; further: potency means the concentration at half of the fitted maximal effect; on the % scale 0 is the no-effect control and ±100 the full control effect; nearly all actives have a fitted effect of over 75% in size; some results filed as inactive show a strong effect at the top dose
Target sequence (P49798 whole entry, looked up): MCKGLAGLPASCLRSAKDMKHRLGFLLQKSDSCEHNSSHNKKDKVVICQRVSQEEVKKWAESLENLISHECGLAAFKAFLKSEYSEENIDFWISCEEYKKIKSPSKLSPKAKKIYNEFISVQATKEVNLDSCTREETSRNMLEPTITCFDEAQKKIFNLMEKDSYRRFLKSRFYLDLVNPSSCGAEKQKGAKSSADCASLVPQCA
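MLSMR compounds (23 nl, pin-transferred) preincubated 10 min at room temperature with a 500nM (2x) first reagent, then RGS4 at 900nM (2x) plus Transcreener GDP mix added; fluorescence polarization (620/688 nm) read before and after 90 min at 30 °C.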
APEX1 inh: inhibitors of human APE1 endonuclease; Potency, µM (titrated, usually from 65.8 µM), for the others: at the highest dose activity change, negative = inhibition, actives largely listed as inhibitors; recombinant APE1, TAMRA/BHQ-2 abasic DNA cleavage fluorescence; hit rate 0.35% among 350,000;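 further: potency means the concentration at half of the fitted maximal effect; plate controls were vehicle for no effect and reference inhibitor for full effect; nearly all actives have a fitted effect of over 55% in size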
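Readout is kinetic fluorescence (ex 525, em 598 nm) from cleavage of 50 nM TAMRA/BHQ-2 THF abasic duplex by 0.75 nM APE1, compound added 15 min beforehand at RT.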
POLB inh: DNA polymerase beta (human) inhibition; P06746; Pol beta primer extension/strand displacement, fluorescence kinetic; Potency, µM (titrated, usually from 114 µM), for inactives: at the top dose activity change, negative = inhibition, actives largely listed as inhibitors; hit rate 1.3% among 340,000; AID 485314; further: potency means the concentration at half of the fitted maximal effect; on the % scale 0 is the no-effect control and ±100 the full control effect
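Reaction started by 50 nM substrate onto compound-treated Pol beta (10 nM, 15 min preincubation, room temperature); plates read at 0 min and 10 min. Normalized concentration-effect data fitted by four-parameter Hill equation.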
Apoferritin bind: binds horse apoferritin like a general anesthetic | hit rate 0.074% among 350,000 | apoferritin/1-aminoanthracene competitive binding, fluorescence | Potency, µM (highest dose often 77.5 µM), for inactives: at the top dose activity change, negative = displacement, actives largely listed as inhibitors; further: potency means the concentration at half of the fitted maximal effect; on the % scale 0 is the no-effect control and ±100 the full control effect; nearly all actives have a fitted effect of over 20% in size
Target sequence (P02791 2-175 limits assumed): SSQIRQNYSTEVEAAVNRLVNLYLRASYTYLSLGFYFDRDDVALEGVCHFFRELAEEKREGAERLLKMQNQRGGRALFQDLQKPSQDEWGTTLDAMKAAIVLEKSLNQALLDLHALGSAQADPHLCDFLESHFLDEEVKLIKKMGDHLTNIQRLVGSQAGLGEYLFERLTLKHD
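Probe: 1-aminoanthracene (50% saturated, PBS). Protein: horse-spleen apoferritin, 10 uM. Incubation: 10 min, room temperature. Detection: 380 nm excitation, 535 nm emission. Analysis: normalized response, four-parameter Hill.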
POLH inh: DNA polymerase eta (human) inhibition. Potency, µM (doses to about 114 µM), without a hit: at the top dose activity change, negative = inhibition, actives largely listed as inhibitors. AID 588591. hit rate 1.2% among 390,000. recombinant Pol eta, fluorescent DNA replication assay. Q9Y253; further: potency means the concentration at half of the fitted maximal effect; on the % scale 0 is the no-effect control and ±100 the full control effect
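Pol eta (10 nM) was preincubated with compounds for 15 min at room temperature, after which fluorescent replication substrate (50 nM final) was added to start the reaction. Fluorescence was read kinetically at 0 and 10 min.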
LDHA inh: blocks human lactate dehydrogenase A; P00338; purified LDHA, NADH/diaphorase-resazurin fluorescence; active compounds read low; activity change, % (values are at about 110 or 230 µM); hit rate 0.15% among 480,000; in the data active means activity change below about -30%; inconclusive means mostly about -25% to -30%;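 further: plate controls were DMSO wells for no effect and wells without enzyme for full effect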
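Remaining NADH was detected by diaphorase (0.133 mg/mL) converting 37 µM resazurin to fluorescent resorufin, read at 0 and 20 minutes. The preceding 5-minute room-temperature reaction used 2 nM LDHA, 0.2 mM sodium pyruvate and 0.06 mM NADH at pH 7.4.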
ALOX12 inh: blocks human arachidonate 12S-lipoxygenase; Potency, µM (doses to about 108 µM), without a hit: at the top dose activity change, negative = inhibition, hits mostly inhibitors; hit rate 1.1% among 580,000; AID 1671190; purified 12hLO, xylenol orange hydroperoxide absorbance; further: potency means the concentration at half of the fitted maximal effect; on the % scale 0 is the no-effect control and ±100 the full control effect
Target sequence (P18054 whole entry, looked up): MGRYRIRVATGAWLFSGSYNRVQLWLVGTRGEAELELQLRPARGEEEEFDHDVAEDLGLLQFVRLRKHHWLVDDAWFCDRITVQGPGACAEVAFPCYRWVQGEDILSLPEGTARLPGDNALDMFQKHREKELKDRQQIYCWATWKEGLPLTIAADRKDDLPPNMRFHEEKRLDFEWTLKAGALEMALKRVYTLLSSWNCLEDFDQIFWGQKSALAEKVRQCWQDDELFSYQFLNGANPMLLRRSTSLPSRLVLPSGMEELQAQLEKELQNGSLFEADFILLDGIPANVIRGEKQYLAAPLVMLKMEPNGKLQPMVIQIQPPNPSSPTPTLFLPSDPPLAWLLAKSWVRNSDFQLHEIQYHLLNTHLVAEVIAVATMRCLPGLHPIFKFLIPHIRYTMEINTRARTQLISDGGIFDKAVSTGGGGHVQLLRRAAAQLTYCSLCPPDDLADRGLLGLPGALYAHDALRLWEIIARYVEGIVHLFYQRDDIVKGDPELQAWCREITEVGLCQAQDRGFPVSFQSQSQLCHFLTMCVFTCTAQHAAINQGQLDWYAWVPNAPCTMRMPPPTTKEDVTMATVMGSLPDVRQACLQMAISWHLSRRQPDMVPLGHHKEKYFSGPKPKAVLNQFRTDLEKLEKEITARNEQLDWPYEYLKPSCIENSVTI
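Purified human 12hLO at 150 nM in 25 mM Hepes, 0.01% Triton X-100, pH 7.0, preincubated 15 min at room temperature with compound. Reaction started with 40 uM arachidonic acid, 30 min at room temperature. Hydroperoxide measured by Fe-xylenol orange, 573/405 nm absorbance ratio.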
POLK inh: DNA polymerase kappa (human) inhibition; hit rate 0.53% among 400,000; purified Pol kappa, fluorescent DNA synthesis assay, 10 min; Potency, µM (series often up to 107 µM), for inactives: top-dose activity, negative = inhibition, actives largely listed as inhibitors; further: potency means the concentration at half of the fitted maximal effect; on the % scale 0 is the no-effect control and ±100 the full control effect
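Here, compound and 10 nM enzyme are combined for 15 min at room temperature; adding 50 nM substrate (final) starts DNA synthesis, tracked by fluorescence at 0 and 10 min against buffer-only wells.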
ERG-DNA inh: inhibitors of human ERG Ets domain-DNA interaction; P11308; fluorescence polarization, His-ERG Ets domain / labelled DNA; Potency, µM (doses to about 76.9 µM), without a hit: at the top dose FP activity, negative = inhibition, hits mostly inhibitors; hit rate 0.028% among 370,000; active means well fitted inhibition curve with a large enough effect in the polarisation, with a control signal flat; inconclusive means small, poorly fitted or top-dose-only effect, or effect the other way, or a change in a side signal; inactive means no such curve, though single readings can be large or run the other way; the % refers to the polarisation;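 further: polarization taken with two DNA probes labelled with fluorescein and Texas red; potency means the concentration at half of the fitted maximal effect; % of control where 0% means no effect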
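His-tagged ERG Ets domain (1 uM in the protein solution; 300mM KCl, 50mM Tris-HCl, 1mM EDTA, 1mM DTT, pH 7.5) received compound, then a probe mix of 5 nM fluorescein-DNA and 100nM Texas-615-DNA. Fluorescence polarization was read for both dyes.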
* hit, by the source's call; i = inactive; ? = inconclusive; . = no result given; & = joins results of further samples; [ ] = remark or other dose. Unless noted, the call rests on the fitted dose curve; in most records, active means well fitted curve in the direction sought with a large enough effect; inconclusive means small, poorly fitted or top-dose-only effect, or another doubt; inactive means no such curve, though single readings can be large; an effect the other way counts as inactive or inconclusive. An excerpt. The share of hits here may be higher or lower than overall.

SMILES	RGS4 inh	APEX1 inh	POLB inh	Apoferritin bind	POLH inh	LDHA inh	ALOX12 inh	POLK inh	ERG-DNA inh
CN(CC(=O)N1CCCC1)S(=O)(=O)c1ccc(Cl)cc1	-16%	4%	77%	-1%	-14%	0	-11%	-8%	-4%
COc1ccccc1OCC(=O)Nc1cc(Cl)ccc1N1CCCCC1	-22%	4%	.	.	-17%	-7	?	-6%	-4%[15.4 µM]
CCn1c(CSc2n[nH]c(N)n2)nc2cc(C(=O)O)ccc21	?	?	?	0%	?	6	-2%	-17%	16µM*
COCCN(C(=O)C1CC(=O)N(Cc2ccccc2)C1)c1nc(-c2ccc([N+](=O)[O-])cc2)cs1 (stereo not given)	-31%	-9%	.	.	-21%	-2	126%[activator]	-5%	8%
COCCn1nnnc1C(c1ccccc1)N1CCN(C(=O)c2ccco2)CC1 (stereo not given)	?	51%[activator]	7%	0%	-15%	0	-23%	-3%	4%
COC(=O)c1ccc(C2C(C(=O)c3ccco3)=C(O)C(=O)N2CC2CCCO2)cc1 (stereo not given)	-11%	17%	-9%	-12%	-15%	1	?	0%	-4%
CCCN(CC(=O)Nc1ccccc1C)C(=O)c1ccc2c(c1)OCO2	15%	-2%	.	.	-5%	3	i	1%	-1%[15.4 µM]
N#Cc1cc(-c2ccccc2)nnc1Oc1ccccc1	28%	-1%	-18%	-15%	?	-5	46%[activator]	-8%	-5%
O=C(CNC(=O)C12CC3CC(CC(C3)C1)C2)NCc1ccccc1	20%	14%	.	.	1%	-3	19%	-15%	2%
O=C(Nc1ccc(F)cc1)c1oc2ccccc2c1NC(=O)C12CC3CC(CC(C3)C1)C2	-8%	.	38%	0%	-14%	-10	-15%	-6%	7%
Cc1ccccc1-n1c(C)cc(/C=N/NC(=O)c2ccncc2)c1C	20%	13%	32%	-18%	-5%	10	20%	-19%	-2%
C/C(N)=C(/C#N)C(=O)COC(=O)c1ccccc1Oc1ccccc1	-46%	-4%	5%	?	-20%	-4	-6%	0%	-10%
CCOc1cc(C#N)c(NC(=O)CSc2nnnn2-c2ccc(OC)cc2)cc1OCC	-7%	?	4%	-11%	-2%	-2	?	-33%	3%
O=C(NCc1ccco1)c1cc(S(=O)(=O)N2CCOCC2)c(Cl)cc1Cl	4%	3%	?	-10%	-5%	-6	0%	-18%	1%
C/C(=N\NC(=O)COc1ccccc1)c1cccs1	-2%	-7%	31%	-18%	-8%	-4	25%	-11%	0%
Cc1ccc(S(=O)(=O)NC(=O)NC(C)Cc2ccccc2)cc1 (stereo not given)	3%	3%	0%	-16%	-19%	-4	-10%	4%[19.4 µM]	7%
O=C(O)C1C2C=CC(C2)C1C(=O)NC1CCS(=O)(=O)C1 (stereo not given)	19%	0%	5%	-8%	1%	-6	197%[activator]	-2%	2%
CSc1ncc(-c2ccc(Cl)cc2)[nH]1	-1%	?	?	-19%	5%	-15	325%[activator]	-3%	-3%
O=S(=O)(c1cc(Cl)ccc1Cl)N1CCCCC1	-14%	-6%	-1%	?	5%	-4	20%	-19%	-3%
Cc1cccc(/C=N/N(CCO)C2=NS(=O)(=O)c3ccccc32)c1	-18%	-4%	0%	?	-16%	7	12%	5%	1%
Cc1ccc(-c2nc3scc(CCNS(=O)(=O)c4ccc(C)c(C)c4)n3n2)cc1	-5%	.	-5%	-6%	-14%	-6	0%	-6%[60.1 µM]	-2%
CC(C)OC(=O)Cn1nc(C(F)(F)F)c2c1CCCC2	11%	1%	22%	-6%	-13%	-2	0%	-8%	-10%
C[C@@H](C(=O)NCCc1c[nH]c2ccccc12)[C@@H]1C[C@@]1(C)[C@@H](NC(=O)OCc1ccccc1)c1ccccc1	-7%	?	-1%	6%&-9%	-8%	-19	?	-20%	3%
O=C(Nc1cccc(S(=O)(=O)N2CCCCC2)c1)Nc1ccc(Cl)cc1Cl	2%	-3%	-23%	6%	-23%	-3	-13%	-15%	13%
Cc1cc(C)c(NC(=S)N(CCCN2CCN(C)CC2)Cc2cccs2)c(C)c1	-14%	15%	47%	-5%	-5%	-5	-15%	12%	8%
Cc1ccc(S(=O)(=O)NCC(=O)N(CC(=O)NCC2CCCO2)CC2CCCO2)cc1 (stereo not given)	6%	18%	-2%	-3%	13%	-6	1%	1%	-11%
COc1ccc(N2CCN(c3nc(NC(C)(C)C)nc(N4CCCCC4)n3)CC2)cc1	5%	3%	-12%	-14%	-26%	9	0%	-10%	3%
CCCCOc1ccc(-c2cc(C(=O)NNC(=S)NCC)c3ccccc3n2)cc1	-41%	-10%	5%	-17%	-16%	1	?	-4%	-14%
Cc1nn(C)cc1C1C2=C(CC(C)(C)CC2=O)N(c2ccccc2)C2=C1C(=O)CC(C)(C)C2	17%	0%	0%	8%	7%	-8	0%	-6%	-7%
Cc1cccc(NC(=O)Cn2cnc3c(cnn3-c3ccc(F)cc3)c2=O)c1C	13%	?	-2%	2%	-12%	-17	22%[57.4 µM]	-8%	-6%
Cc1ccc(C)n1-c1ccc(C(=O)Nc2ccccc2F)cc1	-24%	-5%	-5%	-15%	-24%	0	16%	3%	-2%
CCC(=O)Nc1ccc(-c2cc3ccccc3oc2=O)cc1	20%	2%	-24%	-6%	4%	-4	2%	-18%	0%
CCCCC(=O)OCC(=O)c1ccc(OCC)cc1	17%	9%	-4%	-14%	9%	-5	-5%	-4%	-4%
CCc1c(SCCC(=O)O)nc2ccccc2c1C	4%	11%	20%	-9%	-20%	-7	1%	-11%	9%
COCCn1c(N2CCN(c3ccc(OC)cc3)CC2)nc2c1c(=O)n(C)c(=O)n2C	-8%	-7%	-16%	-8%	2%	2	-7%	-6%	-8%
CS(=O)(=O)Nc1ccc(C(=O)NCC2CCCO2)cc1 (stereo not given)	0%	6%	-1%	-3%	-11%	-3	17%	-8%	-5%
O=C(CSc1nc(-c2ccncc2)nn1CC(=O)N1CCCCC1)NC1CCCC1	-9%	3%	36%	-6%	-9%	3	-2%	7%	6%
O=C(COc1ncnc2ccccc12)Nc1cccc([N+](=O)[O-])c1	-11%	-2%	20%	-17%	-15%	-3	-3%	-20%	2%
C=CCSC1=N/C(=C\c2ccc(C(=O)O)cc2)C(=O)S1	5%	-3%	0%	-6%	-18%	-4	-14%	2%	13%
CN(C)c1ccc(/C=N\NC(=O)c2cccc3cc[nH]c23)cc1	6%	12%	10%	95%[activator]	-4%	-9	i	-7%	-3%

Quoted from the listing:
For POLB inh, `CN(C)c1ccc(/C=N\NC(=O)c2cccc3cc[nH]c23)cc1` has the entry 10%
For APEX1 inh, `COCCn1c(N2CCN(c3ccc(OC)cc3)CC2)nc2c1c(=O)n(C)c(=O)n2C` has the entry -7%
For POLH inh, `CCCCC(=O)OCC(=O)c1ccc(OCC)cc1` has the entry 9%

Following part
SMILES	RGS4 inh	APEX1 inh	POLB inh	Apoferritin bind	POLH inh	LDHA inh	ALOX12 inh	POLK inh	ERG-DNA inh
CCOC(=O)N1CCC(NC(=O)C2=C(C)C(=O)OC23CCC(C)CC3)CC1 (stereo not given)	5%	1%	38%	2%	4%	-14	18%	-9%	1%
CCC1CCCCN1S(=O)(=O)c1ccc(NC(=O)c2nc(SC)ncc2Cl)cc1 (stereo not given)	-5%	.	13%	?	-21%	0	-16%	11%	1%
CCN(CC(=O)NCc1cccs1)C(=O)/C=C/c1cccc(OC)c1OC	-4%	17%	.	.	-6%	-1	-4%	2%	-19%
COc1ccc([C@H]2CC(=O)C=C(c3ccc4ccn(C)c4c3)C2)cc1	8%	-12%	.	.	-16%	2	1%	0%	0%
Cc1ccc(Cn2cc(/C=N/NC(=O)Cc3nnc(NC(=O)c4ccc(C)cc4)s3)c3ccccc32)cc1	12%	5%	0%	-8%	6%	-5	0%	-27%	2%
CCOc1ccc2oc(=O)cc(CN3CCN(c4ccccc4OC)CC3)c2c1	19%	.	10%	-2%	-8%	3	-27%	-1%	-1%
CN(C)c1ccc(CNC(=O)CN2C(=O)COc3ccc(S(=O)(=O)N4CCCC4)cc32)cc1	-2%[56.9 µM]	47%[activator]	26%	-5%	-20%	2	3%	-1%	-3%
Cn1c(CNC(=O)C(C)(C)C)nc2ccccc21	-7%[56.9 µM]	2%	5%	31%[activator]	-7%	-2	0%	-6%	-4%
O=C(CN1CCOCC1)Nc1c2c(nc3ccccc13)N(Cc1ccccc1)CC2	-117%	-2%	-13%	-10%	-8%	-22	-29%	2%	4%
CC(Cc1ccccc1)N(C)C(=O)CN1C(=O)c2ccccc2C1=O (stereo not given)	-12%	.	.	.	-12%	-14	-14%	-7%	.
Nc1cc2c(cc1[N+](=O)[O-])OCCO2	7%	5%	2%	-9%	-21%	-4	0%	-2%	-2%
CCOc1ccccc1N(CC(=O)O)S(=O)(=O)c1ccccc1	-11%	-2%	-2%	-4%	-3%	-2	0%[57.4 µM]	-12%	-1%
Cc1cc(OCC(=O)c2cccc(C(F)(F)F)c2)n2cnnc2n1	2%	?	6%	-11%	6%	-3	0%	-6%	4%
COc1ccc(C(=O)Nc2cc3c(cc2Cl)OCCCO3)cc1	4%	-1%	-1%	-13%	-18%	-7	0%	-10%	3%
COC(=O)CCCC(=O)N1CCC(CO)(CCc2ccccc2)CC1	5%	-14%	33%	-1%	-12%	-4	2%	-8%	-3%
